Screening results as filed in PubChem.
Vif-A3G inh: qHTS for Inhibitors of Vif-A3G Interactions: qHTS; DNA dC->dU-editing enzyme APOBEC-3G (Homo sapiens), Q9HC16; HeLa A3G-eYFP + Vif (tagged APOBEC3G with the HIV-1 protein that degrades it), YFP fluorescence, overnight; Potency, µM (titrated, usually from 46.1 µM), inactives show at the highest dose activity, negative = active, hits mostly inhibitors; hit rate 0.076% among 410,000;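 note: potency is the fitted concentration of half-maximal effect; % is set by controls: 0 for no effect and ±100 for the full control effect; nearly all actives have a fitted effect of over 60% in size; hits raise eYFP signal because A3G escapes Vif-driven loss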
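HeLa cells stably expressing Vif and C-terminally eYFP-tagged A3G, seeded overnight at 37 deg C, then exposed to compound by pintool overnight at 37 deg C. Rise in yellow fluorescence (Ex 488/Em 500-530, Acumen) marks blocked Vif-driven A3G degradation.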
TrxR1 substrate: qHTS Assay for Substrates of Mammalian Selenoprotein Thioredoxin Reductase 1 (TrxR1): qHTS; Thioredoxin reductase 1, cytoplasmic (Rattus norvegicus), O89049; purified TrxR1 substrate turnover, NADPH consumption readout; Potency, µM (titrated, usually from 114 µM), inactives show at the top dose activity change, negative = substrate turnover; hit rate 0.01% among 390,000; note: potency is the fitted concentration of half-maximal effect; % is set by controls: 0 for no effect and ±100 for the full control effect; nearly all actives have a fitted effect of over 50% in size
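Rat TrxR1, dispensed at 90 nM, was prereduced with 400 uM NADPH (final) for 5 min at ~22 deg C, then incubated with compound 15 min before 400 uM selenite. A first-read NADPH fluorescence drop versus no-compound background flagged substrates.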
RXFP1 ag: qHTS Assay for Agonists of the Relaxin Receptor RXFP1; HEK293T-RXFP1 cAMP TR-FRET, 30 min; response scale: percent of porcine relaxin response, buffer zero; Potency, µM (doses to about 57.5 µM), for inactives: at the top dose activation, hits mostly activators; hit rate 0.3% among 370,000; note: potency is the fitted concentration of half-maximal effect; % is set by controls: 0 for no effect and ±100 for the full control effect; nearly all actives have a fitted effect of over 60% in size; many of its hits are not listed in these tables
Target sequence (Q9HBX9 whole entry, looked up): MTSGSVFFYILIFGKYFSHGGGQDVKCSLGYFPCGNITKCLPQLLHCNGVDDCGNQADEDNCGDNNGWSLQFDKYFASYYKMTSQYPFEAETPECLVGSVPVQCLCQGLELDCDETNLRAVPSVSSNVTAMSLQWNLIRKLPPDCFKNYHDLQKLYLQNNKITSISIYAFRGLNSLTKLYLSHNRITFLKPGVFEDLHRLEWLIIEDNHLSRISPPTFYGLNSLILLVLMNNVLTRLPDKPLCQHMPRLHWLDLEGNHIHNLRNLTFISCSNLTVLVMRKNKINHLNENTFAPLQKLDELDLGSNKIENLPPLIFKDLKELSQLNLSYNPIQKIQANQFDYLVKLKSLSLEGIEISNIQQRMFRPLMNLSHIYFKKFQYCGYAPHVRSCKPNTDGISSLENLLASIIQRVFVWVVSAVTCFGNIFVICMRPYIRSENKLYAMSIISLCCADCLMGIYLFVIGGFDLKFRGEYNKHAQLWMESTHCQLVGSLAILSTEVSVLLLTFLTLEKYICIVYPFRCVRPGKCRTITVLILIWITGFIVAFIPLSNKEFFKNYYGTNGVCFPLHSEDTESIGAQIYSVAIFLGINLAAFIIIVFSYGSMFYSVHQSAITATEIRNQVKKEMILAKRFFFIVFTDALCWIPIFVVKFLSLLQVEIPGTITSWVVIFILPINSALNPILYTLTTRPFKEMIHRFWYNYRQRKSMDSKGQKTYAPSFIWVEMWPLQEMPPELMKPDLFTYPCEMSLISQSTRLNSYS
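HEK293 cells stably expressing RXFP1, treated 30 min at 37C with compounds plus PDE4 inhibitor Ro 20174; cAMP measured by HTRF TR-FRET. Normalized to buffer and 29 nM porcine relaxin; EC50 by Hill fit.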
IDH1 R132H inh: qHTS for Inhibitors of mutant isocitrate dehydrogenase 1 (IDH1): qHTS; Potency, µM (doses to about 76.6 µM), inactives show at the highest dose activity change, negative = inhibition, most hits filed as inhibitors; IDH1-R132H enzyme, NADPH consumption, diaphorase/resazurin fluorescence; hit rate 0.093% among 390,000; Isocitrate dehydrogenase [NADP] cytoplasmic (Homo sapiens), O75874; note: potency is the fitted concentration of half-maximal effect; % is set by controls: 0 for no effect and ±100 for the full control effect; nearly all actives have a fitted effect of over 65% in size
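IDH1-R132H (0.5 ug/mL dispensed) in pH 7.5 Tris buffer was preincubated 30 min with compound, then given a substrate mix of 0.016 mM NADPH and 2 mM alpha-KG for 80 min at room temperature; remaining NADPH was read by diaphorase/resazurin fluorescence.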
Vif-APOBEC3F blk: qHTS for Inhibitors of Vif-A3F Interactions: qHTS; HeLa A3F-eYFP + Vif (tagged APOBEC3F with the HIV-1 protein that degrades it), YFP fluorescence increase; hit rate 0.2% among 390,000; AID 602313, 2012; Potency, µM (titrated, usually from 46.1 µM), for the others: at the highest dose activity, negative = active; note: potency is the fitted concentration of half-maximal effect; % of control where 0% means no effect; nearly all actives have a fitted effect of over 65% in size
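HeLa cells stably expressing A3F-eYFP plus Vif, plated and incubated overnight at 37 deg C, then exposed to compounds overnight at 37 deg C. Blocked degradation read as raised yellow fluorescence (Ex 488/Em 500-530).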
PI4K2A inh: qHTS for small molecular inhibitors of PI4K2A | AID 1346378, 2018 | activity change, negative = inhibition, % at 76.9 µM | hit rate 0.13% among 420,000 | purified PI4K2A, ADP-Glo luminescence, 1 h; hits give low values; in the data active = activity change below about -50%; inconclusive = mostly about -30% to -49%;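 note: -100% = wells without enzyme as full effect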
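In this quantitative HTS, ADP production by PI4K2A was quantified luminescently after 1 h at ambient temperature; 100 microM adenosine served as plate-quality control.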
USP1-UAF1 inh: Inhibitors of USP1/UAF1: Primary Screen; recombinant USP1/UAF1, Ub-Rhodamine cleavage fluorescence; AID 743255, 2014; hit rate 0.23% among 390,000; Potency, µM (titrated, usually from 57.1 µM), inactives show at the top dose activity change, negative = inhibition, hits mostly inhibitors; Ubiquitin carboxyl-terminal hydrolase 1 (Homo sapiens), O94782; note: potency is the fitted concentration of half-maximal effect; % is set by controls: 0 for no effect and ±100 for the full control effect; nearly all actives have a fitted effect of over 60% in size; inactives centre near -12
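Step one: compound is pinned into 1nM USP1/UAF1 in HEPES pH 7.8 buffer with TCEP. Step two: 15 min room-temperature incubation. Step three: Ub-Rho (150nM final) starts cleavage, tracked by fluorescence over six one-minute reads.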
LDHA block: qHTS assay for inhibitors of human lactate dehydrogenase | L-lactate dehydrogenase A chain (Homo sapiens), P00338 | purified LDHA, NADH/diaphorase-resazurin fluorescence; hits give low values | activity change, % (values are at about 110 or 230 µM) | hit rate 0.15% among 480,000 | AID 1347041, 2019; in the data active = activity change below about -30%; inconclusive = mostly about -25% to -30%;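 note: plate controls were DMSO wells for no effect and wells without enzyme for full effect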
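Remaining NADH was detected by diaphorase (0.133 mg/mL) converting 37 µM resazurin to fluorescent resorufin, read at 0 and 20 minutes. The preceding 5-minute room-temperature reaction used 2 nM LDHA, 0.2 mM sodium pyruvate and 0.06 mM NADH at pH 7.4.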
GRP78 ERSR act: qHTS for Inducers of the Endoplasmic Reticulum Stress Response (ERSR) in Human Glioma: qHTS; AID 602332, 2012; hit rate 0.02% among 420,000; Potency, µM, inactives show at the highest dose activation, hits mostly activators; U87-MG GRP78 promoter luciferase reporter, 16 h; note: potency is the fitted concentration of half-maximal effect; series mostly up to about 76 µM; % of control where 0% means no effect; nearly all actives have a fitted effect of over 35% in size
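ERSR induction read as luciferase luminescence (Bright-Glo, 10 min at room temperature) in stably transfected human U87-MG glioma cells exposed to compounds for 16 h, using GRP78 as sensor.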
Starred values were filed as active, the others as inactive; ? = inconclusive; / = not tested or not shown; & = joins results of further samples; [ ] = dose if it differs, or a comment. Unless noted, calls come from the whole dose curve; as a rule, active = well fitted curve in the direction sought with a large enough effect; inconclusive = small, poorly fitted or top-dose-only effect, or another doubt; inactive = no such curve, though single readings can be large; an effect the other way counts as inactive or inconclusive.

SMILES	Vif-A3G inh	TrxR1 substrate	RXFP1 ag	IDH1 R132H inh	Vif-APOBEC3F blk	PI4K2A inh	USP1-UAF1 inh	LDHA block	GRP78 ERSR act
CCOc1ccc(-c2c(C)nn3c(C)c(C(=O)NCCN(C)C)cnc23)cc1OCC	/	-4%[57.1 µM]	-3.3%	/	/	3	-11%	-1	/
N#CC1CCN(C(=O)c2ccc3c(Cl)c4c(nc3c2)CCCC4)CC1	-17%	-2%	-0.9%	3%	2%	-2	-24%	-2	2%
COc1ccccc1N1CCN(C(=O)C2Cc3ccccc3CN2C(=O)c2ccco2)CC1 (centres undefined)	-1%	3%	-1.9%	1%	-11%	-3	5%	2	-2%
COc1ccc([N+](=O)[O-])cc1NC(=O)CCc1ccccc1	0%	-6%	-0.9%	7%	-8%	2	-24%	-1	-5%
O=C(Nc1ccc(Oc2ccccc2)cc1)C1CCN(c2c3c(nc4ncnn24)CCC3)CC1	-7%	3%	1.9%	-1%	-11%	8	-15%	-8	2%
Cc1cc(N2CCN(C)CC2)nc2ccc(NC(=O)Nc3ccccc3Br)cc12	-2%	38%[activator]	1.4%	-14%	2%	-9	?	3	-1%
COc1ccc(C2c3cc(OC)c(OC)cc3CC(=O)N2c2cccc(C#N)c2)cc1 (centres undefined)	1%	-3%	-0.3%	-24%	1%	-10	-13%	-3	-2%
Cc1ccn2c(Cc3ccccc3)c(-c3ccccc3)nc2c1	-5%	/	/	18%	-1%	-4	-18%	1	-1%
CC1CCN(C(=O)c2[nH]cnc2C(=O)N[C@@H](CCCCNC(=O)OC(C)(C)C)C(=O)OC(C)(C)C)CC1	-2%	3%	-3.6%	10%	-1%	-4	?	12	-1%
CC(C)(C)C(=O)/C=C/Nc1ccccc1O	-8%	-12%[57.1 µM]	1.2%	10%	8%	-10	-6%	28	-1%
CN(CC(=O)Nc1ccc(Cl)cc1)C(=O)Cc1c(F)cccc1Cl	-7%	4%	0.3%	8%	0%	-3	-28%	-1	-1%
Cc1ccc(N2CC(C(=O)Nc3nnc(C(C)C)s3)CC2=O)cc1 (centres undefined)	-9%	0%	0.7%	6%	-4%	1	-17%	-11	-2%
COc1ccc(-c2noc(CSc3nnc(-c4ccncc4)n3-c3cccc(C)c3)n2)cc1OC	-3%	1%	2.5%	-14%	0%	0	-18%	-3	1%
CCOc1ccc(-n2c(=O)c3c4c(sc3n(CC(=O)Nc3cccc(C(F)(F)F)c3)c2=O)CCCCC4)cc1	-2%	2%	5.8%	15%	-3%	-4	-25%	0	0%
COc1cc(Cl)c(C)cc1NC(=O)CSc1ccc(C)cc1	-3%	6%	-0.2%	3%	-4%	1	-17%	9	-2%
COc1ccc(OCc2cc(C(=O)N(Cc3nccn3C)C(C)C)no2)c2ccccc12	-4%	2%	-1.4%	15%	3%	3	-24%	9	-1%
CCCSCCCNC(=O)c1cc2c(s1)CS(=O)(=O)C2	1%	6%	-2.4%	6%	1%	-6	-10%	6	-3%
NNC(=O)CCN1CCN(Cc2ccccc2)CC1	7%	7%	2.5%	-3%	-2%	-4	-7%	-2	-4%
Cc1c(C)n(Cc2ccc(F)cc2)c2ccc(C(=O)NCc3ccco3)cc12	?	3%[57.1 µM]	0.1%	1%	-9%	-2	-4%	-5	1%
Nc1nc(F)cc(NCc2ccccc2)n1	-6%	0%	-0.4%	7%	-4%	3	-7%	-3	4%
COc1ccc(OC)c(C2(O)CSC(=Nc3cccnc3)N2Cc2ccco2)c1 (centres undefined)	-3%	18%[57.1 µM]	-2.1%	8%	12%	2	-22%	-6	-1%
COc1ccc(C(=O)Nc2ccnn2C2CCN(C(=O)C3CCOC3)CC2)cc1 (centres undefined)	9%	0%	0.1%	0%	1%	-5	-16%	-10	13%
CN1CCN(C2CCN(Cc3ccc(O)c4ncccc34)CC2)CC1	0%	8%	-2.1%&-0.2%	/	-14%	-6	/	21	-6%
COc1ccc(Nc2nc(-c3ccc(C)cc3)nc3ccccc23)c(OC)c1	3%	-6%[57.1 µM]	2.5%	-6%	-1%	0	-7%	2	-1%
Cc1ccc(S(=O)(=O)CCC(=O)Nc2nc(-c3cccnc3)cs2)cc1	-1%	0%	3.5%	-12%	-11%	2	-30%	-4	-1%
SMILES	Vif-A3G inh	TrxR1 substrate	RXFP1 ag	IDH1 R132H inh	Vif-APOBEC3F blk	PI4K2A inh	USP1-UAF1 inh	LDHA block	GRP78 ERSR act
COc1ccc(C(=O)Nn2c(SCC(=O)c3ccc(Cl)cc3)nc3ccccc3c2=O)cc1	1%	6%	-1.0%	3%	-2%	-17	-10%	9	-10%
Cc1cc(C)cc(N(CC(=O)NCCSCc2ccccc2)S(C)(=O)=O)c1	1%	-4%[57.1 µM]	-1.9%	0%	1%	0	-23%	-12	-4%
CC(C)C(NC(=O)C1CCCCC1)C(=O)N1CCN(c2ccc(F)cc2)CC1 (centres undefined)	2%	-1%	2.1%	15%	3%	-1	-5%	-2	-1%
COc1ccc(CCn2nc(C)c([N+](=O)[O-])c2C)cc1	3%	-15%	2.6%	-2%	2%	-2	-16%	-2	3%
CN1CCN(CCc2nc3cc(NC(=O)COc4ccccc4)ccc3n2C)CC1	1%	2%	3.8%	0%	-4%	0	-7%	1	-3%
CCc1ccc(-c2csc(-c3cc4cc(Br)ccc4oc3=O)n2)cc1	3%	6%[57.1 µM]	8.3%	0%	?	-6	-15%	4	-3%
N#CC(=C1Nc2ccccc2N1)S(=O)(=O)c1ccccc1	-4%	-1%[57.1 µM]	0.3%	7%	9%	-4	4%	16	0%
CN(Cc1nc(Cc2ccccc2F)no1)Cc1cccc2ncccc12	6%	4%[57.1 µM]	-2.6%	2%	7%	1	-3%	0	-7%
C/[N+]([O-])=C/c1c(OCc2ccc(Cl)cc2Cl)ccc2ccccc12	0%	4%[57.1 µM]	-1.8%	5%	-12%	-6	-10%	-2	6%
CN(Cc1ccccc1)C(=O)c1ccc(NC(=O)Cc2ccc(NC(=O)C3CCN(C(=O)C4CCCC4)CC3)cc2)cc1	0%	-2%	/	0%[38.3 µM]	4%	-1	-20%	-7	-4%
O=C(Oc1ccccc1)c1cccc(N2C(=O)CCC2=O)c1	1%	11%	-1.1%	6%	-13%	1	-11%	-7	-4%
CC1Cc2cccc3ccc(=O)n(c23)C1 (centres undefined)	1%	-5%[11.4 µM]	/	7%	8%	-1	-18%	-2	-2%
CC(=O)NC1(C(F)(F)F)C(=O)N(Cc2ccccc2)C2=C1C(=O)CC(C)(C)C2 (centres undefined)	-2%	-1%	-0.1%	1%	-15%	8	-28%	0	1%
O=C(CNc1ccccc1)N/N=C/c1cn(-c2ccccc2)nc1-c1ccccc1	-6%	2%	1.2%	-1%	-14%	-6	-17%	-22	-3%
COC(=O)/C=C1/SC(=NC(=O)c2ccc(Cl)cc2)NC1=O	0%	-3%	/	9%	-13%	2	-7%	-6	0%
CC1(C)CC(=O)C2=C(C1)N(c1ccccc1)C(=O)C(C(=O)OCc1ccccc1)C2 (centres undefined)	1%	-4%	/	-8%[38.3 µM]	-2%	4	-20%	-1	-2%
Cc1ccc(OCc2ccc(C(=O)Nc3c(C)nn(Cc4c(F)c(F)c(F)c(F)c4F)c3C)o2)c([N+](=O)[O-])c1	5%	2%	4.9%	-2%	-4%	-4	-18%	1	-2%
O=C(CSc1n[nH]c(=O)n1Cc1ccco1)Nc1ccccc1	1%	4%	1.7%	-4%	2%	4	-20%	-2	-4%
COc1cc2c(-c3ccc4[nH]ccc4c3)c(-c3ccc(C#N)cc3)oc(=O)c2cc1OC	-1%	36%[activator][57.1 µM]	-0.6%	-5%	3%	-2	-17%	0	1%
CCn1c2ccccc2c2cc(N)ccc21	-32%	80%[activator]	-0.4%	3%	-16%	3	-9%	8	-5%
COc1ccc(CNC(=O)CCCCCn2c(SCC#N)nc3cc4c(cc3c2=O)OCO4)cc1	1%	14%	-0.7%	0%	3%	2	-4%	-10	-4%
O=C(CNC(=O)c1ccccc1F)c1ccc(Br)cc1	1%	9%	7.2%	4%	2%	0	-21%	-1	-7%
O=C(Nc1cccc2ncccc12)c1ccccc1Cl	1%	6%[2.29 µM]	0.9%	-2%	-1%	2	-5%	?	-5%
N#Cc1c(-c2cccc(Cl)c2)[nH]c(=S)[nH]c1=O	6%	-10%	-4.3%	-10%	-9%	-2	-15%	-4	-4%
C(=N\c1ncnc2sccc12)/NOCc1ccccc1	-2%	7%[57.1 µM]	1.1%	1%	0%	4	-23%	-4	5%
COC(=O)c1sc(NC(=O)CSc2nc3nc(C)cc(C)n3n2)c(C(=O)OC)c1C	0%	7%	/	0%	3%	-1	-18%	0	0%

These rows are one share of the data. The share of hits here may be higher or lower than overall.
